Shn3 3UTR inh – reduces Shn3 3'UTR luciferase signal in osteoblasts; actives 0.52% (n = 360,000); Clone20 osteoblast Shn3 3'UTR firefly luciferase, 24 h; inhibition, % at 12.5 µM;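 active = mean inhibition of at least 75% with every replicate also reaching 75%; inconclusive = mean inhibition at least 75% but some replicate below; inactive = mean inhibition below 75%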;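 also: 0% = median of neutral control wells and 100% = pilot-screen positive control compound; some compounds past the cut are filed as inactive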
PDI turbidity – PDI (human) enzyme inhibition | P07237 | PDI insulin aggregation turbidity, A650, 90 min | inhibition, % at 10 µM | actives 0.052% (n = 350,000) | AID 588391;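 active = mean inhibition across replicates of 30% or more, whatever share of single replicates reach that level; inconclusive = mean inhibition below 30% while every single replicate reaches 30%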;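 also: absorbance from insulin aggregation driven by PDI reduction with DTT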
Target sequence (P07237 whole entry, looked up): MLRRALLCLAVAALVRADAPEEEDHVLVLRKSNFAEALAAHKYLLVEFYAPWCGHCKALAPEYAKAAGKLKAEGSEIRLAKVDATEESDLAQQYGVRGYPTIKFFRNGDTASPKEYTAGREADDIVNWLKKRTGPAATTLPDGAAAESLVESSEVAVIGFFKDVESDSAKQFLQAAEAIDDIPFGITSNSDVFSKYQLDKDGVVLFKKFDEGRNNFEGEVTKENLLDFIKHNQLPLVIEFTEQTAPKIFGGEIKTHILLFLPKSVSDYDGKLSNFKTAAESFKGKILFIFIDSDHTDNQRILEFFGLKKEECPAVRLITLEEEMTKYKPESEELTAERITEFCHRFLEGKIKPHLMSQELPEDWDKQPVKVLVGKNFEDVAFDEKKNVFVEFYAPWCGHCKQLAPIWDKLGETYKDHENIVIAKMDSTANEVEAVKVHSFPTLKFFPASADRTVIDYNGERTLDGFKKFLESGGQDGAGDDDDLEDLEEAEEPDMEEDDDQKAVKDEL
NR2E3 ag-1 – human photoreceptor-specific nuclear receptor agonism | actives 0.35% (n = 360,000) | inhibition of corepressor binding, % at 3.98 µM | CHO-S Gal4-NCOR/VP16-NR2E3 two-hybrid, luciferase | AID 602229;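 active = inhibition above the mean of all tested compounds plus 3 SD, cut at about 70% in these data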;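 also: 0% = DMSO with NR2E3 transfected cells and 100% = cells lacking NR2E3 construct; higher means lower luciferase signal from less NR2E3 corepressor binding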
Target sequence (Q9Y5X4 whole entry, looked up, the tested form may be a part): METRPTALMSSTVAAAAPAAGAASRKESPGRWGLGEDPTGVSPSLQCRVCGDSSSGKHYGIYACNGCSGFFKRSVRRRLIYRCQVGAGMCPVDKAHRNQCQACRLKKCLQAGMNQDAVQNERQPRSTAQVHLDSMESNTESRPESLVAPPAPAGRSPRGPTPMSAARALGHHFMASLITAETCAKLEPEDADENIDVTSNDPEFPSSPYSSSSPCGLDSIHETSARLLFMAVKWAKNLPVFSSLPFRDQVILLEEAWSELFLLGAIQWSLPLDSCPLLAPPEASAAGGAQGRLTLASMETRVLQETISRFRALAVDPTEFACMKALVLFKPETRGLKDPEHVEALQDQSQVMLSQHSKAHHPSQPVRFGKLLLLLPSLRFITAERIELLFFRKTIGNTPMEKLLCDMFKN
Peg3 prom inh – Peg3 promoter activity inhibition; HeLa PEG-Prom luciferase reporter, luminescence, overnight; inhibition, % at 20 µM; actives 1.7% (n = 360,000); AID 588405;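 active = inhibition of at least 50% at 20 µM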
NR2E3 ag-2 – activates human photoreceptor nuclear receptor NR2E3; Q9Y5X4; GST-NR2E3/biotin-RetCOR TR-FRET, 1536-well; inhibition of corepressor binding, % at 4.78 µM; actives 0.12% (n = 320,000); AID 2300;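 active = percent inhibition above the cutoff of mean plus 3 SD of all tested compounds, set per screening campaign, cut at about 20% in these data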;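 also: 0% = DMSO wells and 100% = biotin wells as full block of FRET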
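Test system – NR2E3–RetCOR corepressor complex · Quantity – NR2E3 fusion 1.35 nM · Buffer or medium – Tris pH 7.5 · Incubation – Compound–protein incubation for 5 h at 4 °C · Technique – TR-FRET, Eu(K)-anti-GST donor, streptavidin-D2 acceptor, ex 340, em 617/671 nm · Evaluation – percent inhibition of 671/617 nm emission ratio versus biotin and DMSO controls · Plate – 1536-well format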
Vif imaging – inhibitors of HIV Vif; inhibition, % at 7.49 µM; AID 602346; HEK293T cells, Vif self-association by quenched fluorescence, imaging, 24 h; actives 0.35% (n = 340,000); in the data active = inhibition above about 50%, passing the limit was not always enough; inconclusive = no clear call, values can overlap the other calls; inactive = below about 31%; also: some results filed as inactive read as strong as hits
TRPM1 prom inh – MITF TRPM1 promoter inhibition in SK-MEL-5 cells; SK-MEL-5 TRPM1 promoter luciferase, 24 h; inhibition, % at 12.5 µM; actives 0.83% (n = 330,000);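 active = mean inhibition across replicates of 60% or more, whatever share of single replicates reaches that level; inconclusive = some that reach 60%, reason not given; inactive = mean inhibition across replicates below 60%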; also: values of inactives mirror those of a sister screen read the other way
KKLEB tox – CF airway cell cytotoxicity counter-screen; activity change (cytotoxicity), % at 5 µM; KKLEB CF airway cells viability, ATPlite luminescence, overnight; active compounds read low; cells stimulated with P. aeruginosa culture filtrate; actives 0.36% (n = 360,000); AID 602141;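 active = corrected activity change at or below -50% at 5 µM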
CaV13 ICDI inh – Disruptors of the CACNA1D IQ motif to Ca2+-dependent inactivation inhibitor domain association, primary screening, Förster resonance energy transfer in intact living … | actives 0.098% (n = 340,000) | inhibition, % at 12.3 µM | HEK cells, CFP/YFP FRET ICDI-IQ, plate reader, 10 min; percent FRET-ratio fall versus neutral wells | AID 743397;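 active = mean replicate inhibition of at least 30% and at least 1% of replicates passing that level; inconclusive = only one of the two criteria is met; inactive = neither criterion is met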;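 also: 0% = median of the neutral control wells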
HIF-2a inh – HIF-2a inhibition; 786-0 RCC cells HIF-2a reporter, luciferase luminescence, overnight; inhibition, % at 18.8 µM; actives 0.72% (n = 360,000); AID 624352;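 active = inhibition of the luminescence signal of 40% or more relative to plate controls, in a single-dose primary screen at 18.75 µM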
CF NFkB inh – inhibitors of cystic fibrosis induced NF-kB; KKLEB NF-kB-GFP reporter, PAF-induced, GFP fluorescence overnight; inhibition, % at 5 µM; actives 0.86% (n = 360,000);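 active = at least 50% inhibition at 5 µM, scaled per plate between neutral and stimulator controls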;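 also: PAF is a Pseudomonas aeruginosa culture filtrate used as stimulus; plate controls were PAF-stimulated DMSO wells for no effect and unstimulated DMSO wells for full effect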
An asterisk follows results filed as active; ? = inconclusive; nt = not tested or not shown.

SMILES	Shn3 3UTR inh	PDI turbidity	NR2E3 ag-1	Peg3 prom inh	NR2E3 ag-2	Vif imaging	TRPM1 prom inh	KKLEB tox	CaV13 ICDI inh	HIF-2a inh	CF NFkB inh
CC(O)(c1ccccc1)C(c1ccccc1)C1CCCCN1 (configuration not stated)	-4	1	-11	11	2	-2	12	1	-4	15	-8
Cc1ccc(CNC(=O)CCC(=O)N2CC(C)Oc3ccc(Cl)cc32)cc1 (configuration not stated)	-8	nt	-16	-2	4	-5	0	-8	-5	3	-6
O=C(CN(Cc1ccccc1Cl)C(=O)c1csnn1)NC1CCCC1	5	13	-10	12	3	10	1	-12	-3	2	7
O=C(Oc1cncc(Cl)c1)c1sccc1Cl	7	5	-7	6	2	5	-3	1	-5	9	-28
C=CCn1c(-c2ccccc2)cc(SC)c(C#N)c1=O	18	3	-14	22	0	-3	-3	-13	-4	14	-5
CCC1Sc2ccccc2N(CC(=O)NCc2ccccc2OC)C1=O (configuration not stated)	-17	10	-31	-39	1	-14	-5	12	-3	-44	8
O=C1CSC(=S)N1/N=C/c1c(F)cccc1F	-16	-9	-7	-2	1	21	5	14	-3	-6	-17
Cc1cc(NC(=O)CCC(=O)N(Cc2ccco2)C(C(=O)NCC2CCCO2)c2ccncc2)no1 (configuration not stated)	-20	-4	-18	13	1	-3	2	3	-9	17	9
O=C(CN(C(=O)CNS(=O)(=O)c1ccc(F)cc1)c1cccc(F)c1)NCC1CCCO1 (configuration not stated)	2	8	-3	14	2	-8	0	3	-2	12	-5
COC(=O)Cc1csc(NC(=O)CSc2nnc3ccccn23)n1	0	0	-16	5	2	-3	-7	-14	-3	17	-3
Cc1ccc(C(=O)N/C(=C\c2ccccc2)C(=O)OCc2ccccc2)cc1	-114	1	-66	-187	2	-6	-74	3	-10	-192	-19
CCOC(=O)c1coc(C(=O)OCC)c1C(=O)OCC	14	-5	-12	14	nt	-3	5	6	-9	12	8
O=C(NCC1CCCN(C2Cc3ccccc3C2)C1)c1cccs1 (configuration not stated)	-7	-6	-10	4	-1	6	5	10	-8	17	-2
CC12CCCC[C@@H]1CCC1C2CCC2(C)C1CC[C@@]2(O)CNCCO (some centres not stated)	21	5	-14	110*	-2	-2	-19	-9	-6	10	19
Cc1ccc(N2C(=O)[C@@H]3[C@H](C2=O)C2c4ccccc4C=CN2[C@@H]3C(=O)c2ccco2)c(C)c1 (some centres not stated)	-55	3	-10	-10	3	-7	13	3	-6	-10	-6
C=CCn1c(=N)c(C(=O)NCCCOC)cc2c(=O)n3cccc(C)c3nc21	-5	-2	21	6	2	5	-9	0	nt	15	-25
CCOC(=O)N=Nc1c(O)n(CC(=O)OC)c2ccccc12	-15	-6	2	5	-1	3	0	4	-6	7	1
COC(=O)c1ccc2c(c1)N(C)CCS2	-11	nt	-11	-7	1	0	-2	8	-2	-19	-30
CCN(CC)Cc1cc(CCNC(=O)c2ccc(Cl)cc2)ccc1O	-18	0	-8	-27	5	11	-19	-1	-3	17	10
CC(=O)Nc1ccc(-c2ccnc3c2CC(C)(C(=O)Nc2ccc(F)c(Cl)c2)O3)cc1 (configuration not stated)	-6	-3	-56	29	nt	25	nt	-11	-7	14	-19
Cc1cc(N/N=C/c2cccc(F)c2)nc(NCc2ccccc2)n1	6	-14	-15	-74	-2	-14	-20	-22	9	-118	5
COc1ccc(OC(=O)CN2C(=O)C3C4CCC(C4)C3C2=O)cc1 (configuration not stated)	12	-7	17	18	2	-7	-11	-4	-6	13	-7
Fc1ccc(N2CCN(Cc3cn[nH]c3-c3ccccc3)CC2)cc1	7	7	-12	24	3	19	6	8	-21	17	3
CC(=O)N(c1ccc(C)cc1)c1nc(C)cc(C)c1C#N	-3	10	-12	18	3	13	8	7	-5	19	2
CCOC(=O)c1cc2c(ccn2C)n1CC(=O)N1CCN(c2ccc(F)cc2)CC1	22	-5	8	16	5	2	5	0	-8	18	-16

An excerpt of these results, field by field.
Cc1ccc(C(=O)N/C(=C\c2ccccc2)C(=O)OCc2ccccc2)cc1
  Shn3 3UTR inh: -114
  PDI turbidity: 1
  NR2E3 ag-1: -66
  Peg3 prom inh: -187
  NR2E3 ag-2: 2
  Vif imaging: -6
  TRPM1 prom inh: -74
  KKLEB tox: 3
  CaV13 ICDI inh: -10
  HIF-2a inh: -192
  CF NFkB inh: -19

CC(=O)Nc1ccc(-c2ccnc3c2CC(C)(C(=O)Nc2ccc(F)c(Cl)c2)O3)cc1 (configuration not stated)
  Shn3 3UTR inh: -6
  PDI turbidity: -3
  NR2E3 ag-1: -56
  Peg3 prom inh: 29
  NR2E3 ag-2: nt
  Vif imaging: 25
  TRPM1 prom inh: nt
  KKLEB tox: -11
  CaV13 ICDI inh: -7
  HIF-2a inh: 14
  CF NFkB inh: -19

Six entries drawn at random from the list so far:
SMILES	Shn3 3UTR inh	PDI turbidity	NR2E3 ag-1	Peg3 prom inh	NR2E3 ag-2	Vif imaging	TRPM1 prom inh	KKLEB tox	CaV13 ICDI inh	HIF-2a inh	CF NFkB inh
O=C(NCC1CCCN(C2Cc3ccccc3C2)C1)c1cccs1 (configuration not stated)	-7	-6	-10	4	-1	6	5	10	-8	17	-2
Cc1ccc(C(=O)N/C(=C\c2ccccc2)C(=O)OCc2ccccc2)cc1	-114	1	-66	-187	2	-6	-74	3	-10	-192	-19
CC(O)(c1ccccc1)C(c1ccccc1)C1CCCCN1 (configuration not stated)	-4	1	-11	11	2	-2	12	1	-4	15	-8
Cc1cc(NC(=O)CCC(=O)N(Cc2ccco2)C(C(=O)NCC2CCCO2)c2ccncc2)no1 (configuration not stated)	-20	-4	-18	13	1	-3	2	3	-9	17	9
CCN(CC)Cc1cc(CCNC(=O)c2ccc(Cl)cc2)ccc1O	-18	0	-8	-27	5	11	-19	-1	-3	17	10
CCOC(=O)c1cc2c(ccn2C)n1CC(=O)N1CCN(c2ccc(F)cc2)CC1	22	-5	8	16	5	2	5	0	-8	18	-16

Part of the list above in another layout:
Molecule: C=CCn1c(=N)c(C(=O)NCCCOC)cc2c(=O)n3cccc(C)c3nc21
  Shn3 3UTR inh = -5
  PDI turbidity = -2
  NR2E3 ag-1 = 21
  Peg3 prom inh = 6
  NR2E3 ag-2 = 2
  Vif imaging = 5
  TRPM1 prom inh = -9
  KKLEB tox = 0
  CaV13 ICDI inh = nt
  HIF-2a inh = 15
  CF NFkB inh = -25
Molecule: CCOC(=O)c1cc2c(ccn2C)n1CC(=O)N1CCN(c2ccc(F)cc2)CC1
  Shn3 3UTR inh = 22
  PDI turbidity = -5
  NR2E3 ag-1 = 8
  Peg3 prom inh = 16
  NR2E3 ag-2 = 5
  Vif imaging = 2
  TRPM1 prom inh = 5
  KKLEB tox = 0
  CaV13 ICDI inh = -8
  HIF-2a inh = 18
  CF NFkB inh = -16

Later entries.
SMILES	Shn3 3UTR inh	PDI turbidity	NR2E3 ag-1	Peg3 prom inh	NR2E3 ag-2	Vif imaging	TRPM1 prom inh	KKLEB tox	CaV13 ICDI inh	HIF-2a inh	CF NFkB inh
S=C(NCc1ccco1)N1CCN(Cc2ccc(Cl)cc2Cl)CC1	31	2	11	19	2	43	0	9	-5	3	-1
COc1ccc(-c2noc(CCC(=O)N3CCN(c4ccccc4F)CC3)n2)cc1	5	3	-39	-27	nt	6	3	0	-6	-10	3
CC(=O)c1cccc(NC(=O)N2CCCC2C(=O)Nc2ccccc2C)c1 (configuration not stated)	-3	-5	-25	10	0	17	3	-4	nt	8	-2
COc1ccc([C@@H]2[C@@H]3C(=O)N(C(C)(C)C)C(=O)[C@@H]3[C@]3(C)C(=O)N(c4ccc(C)cc4)C(=O)N23)cc1	4	-3	32	0	2	-11	-5	-14	-8	-11	22
Cc1cc(F)c(F)c(C(=O)N2C(C)CCCC2C)c1Cl (configuration not stated)	19	1	11	8	-3	-3	nt	1	-11	16	-6
C[C@@H]1C(=O)O[C@H]2C[C@@]34[C@H]5C[C@@H](C(C)(C)C)[C@]36[C@@H](OC(=O)[C@@H]6O)O[C@@]4(C(=O)O5)[C@]21O	2	5	-10	10	-1	2	-1	-9	-5	-1	-1
O=S(=O)(Nc1c(O)ccc2ccccc12)c1ccc(F)cc1	-43	3	-30	-27	-2	-3	-3	8	-5	-24	-4
N#Cc1ccc(NC(=O)C2=COCCO2)cc1	-24	-4	-61	-60	2	-3	-23	12	-6	-114	13
CCOC(=O)c1cc(-c2ccc(F)cc2)nc2c1c(=O)[nH]c(=O)n2Cc1ccccc1	9	13	10	0	2	-9	4	8	-7	17	-5
COC1=C(Br)C(=O)c2nc(C)ccc2C1=O	67	-1	5	107*	nt	8	nt	11	-6	33	3
Cc1ccc(NS(=O)(=O)c2ccc3c(c2)NC(=O)CCS3)cc1C	34	5	54	46	-1	7	3	22	-2	7	-24
CN(C)CCCNc1ncnc2c1cnn2Cc1ccccc1Cl	-9	4	-22	10	nt	3	10	-26	-3	6	13
CCOC1=C2CN(S(=O)(=O)c3ccc(C)cc3)[C@H](c3ccccc3)C[C@H]2n2c(=O)n(-c3ccccc3)c(=O)n2C1	4	nt	-27	4	nt	5	nt	-8	-6	10	6
CONC(=O)Nc1ccccc1[N+](=O)[O-]	-9	-2	0	-23	1	1	-3	2	-16	-19	9
COc1cccc(C(=O)NN2C(=S)N(c3ccccc3)C(=O)C2CC(N)=O)c1 (configuration not stated)	-66	0	-101	-234	5	6	-2	-6	-6	-245	-3
COCCCNC(=O)CS(=O)(=O)Cc1nc(-c2ccccc2C)oc1C	0	nt	-7	12	2	-2	5	1	-5	9	-3
O=C(CN1C(=O)S/C(=C\c2cccc(Cl)c2)C1=O)NC1C=CS(=O)(=O)C1 (configuration not stated)	2	-7	-9	17	1	7	9	10	-3	9	-33
COc1ccc(N(C2CSC2)S(=O)(=O)c2ccccc2)cc1	15	10	-9	11	-1	?	4	2	-6	11	1
CCOC(=O)C1CCCN(C(=O)c2cn(CC)c3ccc(S(=O)(=O)N4CCCC4)cc3c2=O)C1 (configuration not stated)	7	2	-10	-10	-2	-7	3	13	-5	8	-3
Cc1cccc(NS(=O)(=O)c2cccc(C(=O)N3CCCCCCC3)c2)c1	16	9	2	17	1	-6	6	-10	-6	13	32
COc1ccc(NC(=O)c2cccnc2Nc2ccc(OC)cc2)cc1	-15	6	-33	-12	6	-9	-4	6	-5	-12	-3
c1ccc(CNc2nc(-c3cccs3)nc3ccccc23)nc1	-18	-6	33	8	-1	-4	10	-6	-3	-24	6
Cc1cccc(NC(=O)C2CCN(S(=O)(=O)c3c(C)noc3C)CC2)c1	5	2	10	0	1	-2	12	23	-5	9	-16
CCCN(CCC)Cc1cc(=O)oc2ccc3ccccc3c12	19	nt	-4	31	nt	nt	nt	-1	-5	21	22

No enrichment for hits; about 3.3% have a hit in one of these screens.
